GALK inh: blocks human galactokinase activity; P51570; Purified GALK, Kinase-Glo residual ATP luminescence; Potency, µM (series often up to 57.5 µM), for inactives: at the top dose activity change, negative = inhibition, actives largely listed as inhibitors; actives 0.007% (n = 270,000); further: potency means the concentration at half of the fitted maximal effect; on the % scale 0 is the no-effect control and ±100 the full control effect
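Quantitative HTS: GALK 5 nM, ATP 35 uM, galactose 100 uM, 1 h room temperature, then luciferase-based ATP detection.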
KCNH2 WT inh: inhibitors of human wildtype KCNH2 potassium channel. U2OS, BacMam KCNH2, thallium flux FluxOr; stronger effect = lower value. activity change, % at 1.84 µM. actives 0.37% (n = 340,000);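 active means maximum activity change below -70%; inconclusive means maximum activity change between -70% and -50%; inactive means maximum activity change above -50%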; further: on the % scale 0 is the no-effect control and ±100 the full control effect
Target sequence (Q12809 whole entry, looked up): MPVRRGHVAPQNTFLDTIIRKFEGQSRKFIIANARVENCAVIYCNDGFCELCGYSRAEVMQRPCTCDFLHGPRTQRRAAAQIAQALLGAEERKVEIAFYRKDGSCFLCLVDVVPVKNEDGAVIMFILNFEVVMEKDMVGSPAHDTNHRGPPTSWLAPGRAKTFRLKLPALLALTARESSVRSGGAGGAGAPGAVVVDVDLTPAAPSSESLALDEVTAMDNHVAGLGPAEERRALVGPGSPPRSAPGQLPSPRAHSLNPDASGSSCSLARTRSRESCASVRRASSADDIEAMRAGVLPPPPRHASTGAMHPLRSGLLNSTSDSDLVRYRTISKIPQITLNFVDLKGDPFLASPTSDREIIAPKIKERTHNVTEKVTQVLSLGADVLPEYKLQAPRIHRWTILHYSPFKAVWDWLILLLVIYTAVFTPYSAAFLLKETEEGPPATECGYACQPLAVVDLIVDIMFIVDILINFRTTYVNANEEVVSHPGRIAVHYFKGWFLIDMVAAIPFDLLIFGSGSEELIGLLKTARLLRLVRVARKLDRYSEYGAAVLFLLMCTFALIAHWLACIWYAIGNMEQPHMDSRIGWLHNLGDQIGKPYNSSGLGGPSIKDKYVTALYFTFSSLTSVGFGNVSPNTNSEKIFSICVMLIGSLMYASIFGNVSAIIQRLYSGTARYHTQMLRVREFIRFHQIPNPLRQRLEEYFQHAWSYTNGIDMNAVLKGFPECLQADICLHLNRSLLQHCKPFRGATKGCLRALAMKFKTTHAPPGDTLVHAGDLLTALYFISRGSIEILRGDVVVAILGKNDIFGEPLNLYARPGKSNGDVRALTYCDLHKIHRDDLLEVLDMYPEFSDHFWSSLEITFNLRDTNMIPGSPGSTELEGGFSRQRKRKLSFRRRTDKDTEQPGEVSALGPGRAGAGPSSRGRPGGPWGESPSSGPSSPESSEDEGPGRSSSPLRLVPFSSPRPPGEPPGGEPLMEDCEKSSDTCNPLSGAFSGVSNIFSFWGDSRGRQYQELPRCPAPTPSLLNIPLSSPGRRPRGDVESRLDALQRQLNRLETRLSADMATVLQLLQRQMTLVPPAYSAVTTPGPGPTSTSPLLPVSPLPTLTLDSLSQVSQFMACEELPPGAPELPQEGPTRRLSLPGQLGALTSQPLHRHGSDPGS
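U2OS cells were transduced with wild-type KCNH2 virus (2.03 x 10^8 / mL) for 4 h at room temperature, then cultured overnight at 37 C. Thallium flux was read with FluxOr dye. Rate constants were normalized to DMSO controls.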
TSHR antag: human thyrotropin receptor antagonism; actives 0.2% (n = 330,000); activity change, negative = inhibition, % at 11.5 µM; P16473; TSHR-expressing cells, TSH-stimulated cAMP HTRF, 2 h; stronger effect = lower value;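 active means activity change below a set negative limit, meaning inhibition stronger than a set level, cut at about -70% in these data; inconclusive means activity change between two set negative limits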; further: on the % scale 0 is the no-effect control and ±100 the full control effect
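TSHR-expressing cells were treated with compounds, then stimulated with TSH at EC80 (4nM final) for 2 hours at 37 deg C. Cellular cAMP was measured by HTRF competition between lysate cAMP and cAMP-d2 for a cryptate-labelled anti-cAMP antibody.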
Tb PFK inh: blocks T. brucei phosphofructokinase; AID 485367; O15648; Potency, µM (top dose mostly 57.5 µM), inactives show at the top dose activity, negative = inhibition, most hits filed as inhibitors; actives 0.17% (n = 330,000); T. brucei PFK, ADP-Glo luminescence;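 further: potency means the concentration at half of the fitted maximal effect; 0% = uninhibited 1x PFK enzyme wells and -100% = no-enzyme wells; nearly all actives have a fitted effect of over 60% in size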
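In TEA buffer at pH 8.0 with 5 mM MgCl2, enzyme (1.25 nM) converted F6P (0.5 mM) and ATP (0.1 mM) for 45 min at room temperature. ADP product was read by luciferase luminescence.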
TCR act: activates T cell receptor signaling; primary human leukocytes, anti-CD3, IL-2 HTRF, 48 h; 330,000 tested, under 10 active; Potency, µM (top dose mostly 9.22 µM), without a hit: at the highest dose activation of IL-2 secretion, actives largely listed as activators; further: % of control where 0% means no effect
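Activity was scored as IL-2 release from primary human leukocytes given only a TCR signal (a-CD3 beads) plus compound for 48 hr. Detection used a two-antibody HTRF format read at 665nm.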
A-T KAP1 phos: candidate therapy for ataxia-telangiectasia; […] A-T fibroblasts, KAP-1 phosphorylation AlphaLISA; neocarzinostatin DNA damage 30 min before lysis; Potency, µM (series often up to 57.5 µM), for the others: at the highest dose activation, usual class: activators; actives 0.19% (n = 320,000); AID 485349; further: potency means the concentration at half of the fitted maximal effect; % of control where 0% means no effect; nearly all actives have a fitted effect of over 45% in size
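hTERT-immortalized A-T patient fibroblasts ([…]), 500 cells/well in OPTI-MEM, 1% FBS, got compounds for 60 min, then NCS for 30 min at 37C. Lysates were then assayed for phospho-KAP-1 by AlphaLISA (anti-pKAP1 donor, anti-KAP1 acceptor beads), 6 hr at 25C.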
Coupling enz: inhibits coupling enzyme system, counter-screen for aldolase hits; activity change, negative = inhibition, % at 58.2 µM, hits read low; AID 2472; actives 0.67% (n = 290,000); coupling enzyme system counterscreen, AmpLite Red fluorescence; in the data active means activity change below about -30%; further: on the % scale 0 is the no-effect control and ±100 the full control effect
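Coupling enzymes only (glyceraldehyde-3-phosphate) + compound, at 57.5 uM final, 10 min RT; add substrate/coupling/AmpLite Red mix, 20 min RT; fluorescence ex 525/em 598 nm. Actives flag coupling-system interference.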
Giardia kill: kills Giardia lamblia; Giardia lamblia trophozoite viability; activity change, % at 7.66 µM, hits read low; actives 0.15% (n = 340,000); AID 540267; in the data active means activity change below about -80%; inconclusive means between about -30% and that limit;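 further: parasites exposed to compound for two days anaerobically before the ATP read; on the % scale 0 is the no-effect control and ±100 the full control effect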
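Luminescent ATP signal served as the viability read-out, measured 15-30 min after adding ATP detection reagent to trophozoites that had been incubated with compounds for 48 hrs at 37 deg C anaerobically at 100 cells/well.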
BCR signal inh: blocks chronic active B-cell receptor signaling | ABC-DLBCL IkBa-CBG/CBR reporter, luminescence ratio, 4 h | Potency, µM (top dose mostly 46.1 µM), without a hit: at the highest dose ratio change, negative = lower green/red ratio, usual class: inhibitors | actives 0.05% (n = 340,000) | AID 493014; active means well fitted inhibition curve with a large enough effect in the signal ratio, with a control signal flat, not every such curve was filed as active; inconclusive means small, poorly fitted or top-dose-only effect, or effect the other way, or a change in a side signal; the % refers to the signal ratio;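 further: potency means the concentration at half of the fitted maximal effect; plate controls were basal doxycycline-induced cells for no effect and cells given 10 µM MG132 for full effect; MG132 reads +100%, hits lower the ratio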
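Cell line TMD8 (human ABC DLBCL), stably expressing tet-inducible CBG68-IkBa fusion and CBR; IMDM/0.5% FBS; cpd up to 46 uM; dox induction, 4 h, 37C/5% CO2; dual luminescence; green/red ratio; MG132 control.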
CXXC DNA block: inhibitors of human MLL CXXC domain-DNA interaction; MLL-CXXC / FITC-HOXA9 DNA fluorescence polarization; Potency, µM (doses to about 115 µM), without a hit: top-dose activity change, negative = inhibition, usual class: inhibitors; actives 0.037% (n = 290,000); active means well fitted inhibition curve with a large enough effect in the polarisation, with a control signal flat, not every such curve was filed as active; inconclusive means small, poorly fitted or top-dose-only effect, or effect the other way, or a change in a side signal; inactive means no such curve, though single readings can be large or run the other way; the % refers to the polarisation; further: potency means the concentration at half of the fitted maximal effect
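Fluorescence polarization: 7 uM MLL-CXXC (stock) preincubated 5 min with compounds, then 50 nM fluorescein-HOX-A9 DNA (stock) added; 30 min ambient. Buffer 50 mM Tris-HCl pH 7.5, 50 mM NaCl, 1 mM DTT, 0.05% BSA.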
An asterisk follows results filed as active; ? = inconclusive; . = not tested or not shown; [ ] = dose if it differs, or a comment. Unless noted, the call rests on the fitted dose curve; in most records, active means well fitted curve in the direction sought with a large enough effect; inconclusive means small, poorly fitted or top-dose-only effect, or another doubt; inactive means no such curve, though single readings can be large; an effect the other way counts as inactive or inconclusive.

canonical_smiles | GALK inh | KCNH2 WT inh | TSHR antag | Tb PFK inh | TCR act | A-T KAP1 phos | Coupling enz | Giardia kill | BCR signal inh | CXXC DNA block
COc1ccccc1N1CCN(C2CCCN(C(=O)CC(F)(F)F)C2)CC1 (stereo not drawn) | 5% | 0 | 7 | 1% | -1% | -2% | 6 | -1 | 2% | 1%
Cc1ccc(C(C)C)cc2c(C)ccc1-2 | . | -6 | . | . | 4% | . | 3 | -6 | . | -4%
O=C1C=C(OCc2ccccc2)CN1 | 1% | -2 | 10 | 1% | 9% | 1% | 1 | -12 | 0% | 2%
CCOC(=O)N1CCN(Cc2nc3c(c(=O)[nH]c(=O)n3C)n2CCCc2ccccc2)CC1 | 0% | 13 | 17 | 4% | 0% | 0% | 2 | 8 | 1% | -1%
CN(C)c1cc[n+](CC(=O)Nc2ccccc2C(F)(F)F)cc1 | -1% | -3 | 0 | -4% | 3% | 16% | -3 | -4 | 0% | -17%
CNC(=O)Nc1ccc2snnc2c1 | 1% | 6 | 24 | -16% | -1% | 7% | 0 | 14 | 8% | -10%
Cc1nnc(NC(=O)c2cccc(S(=O)(=O)N3CCCC3)c2)s1 | -3% | -8 | -3 | -7% | -3% | 9% | 2 | 17 | -7% | 1%
COc1ccccc1NC(=O)Cn1cc(C(=O)C2CC2)c2ccccc21 | 2% | 5 | -7 | -3% | 6% | 1% | 1 | -5 | -1% | 3%
O=C(O)CCCNC(=O)c1cccc(C(=O)NCCCC(=O)O)n1 | . | 53 | 3 | 5% | 2%[46.1 µM] | 0% | 3 | -8 | 2% | -3%
O=C(NCC1CCCO1)c1cncc(Br)c1 (stereo not drawn) | 2% | -16 | 8 | -5% | -2% | -5% | 0 | -11 | -1% | 11%
CCN(C(=O)COC(=O)c1oc2ccc(OC)cc2c1C)C1CCS(=O)(=O)C1 (stereo not drawn) | . | 17 | 6 | 3% | -8% | 7% | . | 2 | ? | .
COc1ccc(CCNC(=O)Cc2cccs2)cc1 | 0% | 4 | 4 | 4% | -12%[46.1 µM] | 0% | 0 | 9 | 0% | -7%
CCN(C(=O)COC(=O)c1cc(-c2ccccc2)nc2ccc(Br)cc12)C1CCS(=O)(=O)C1 (stereo not drawn) | -2% | 4 | -1 | -1% | -22% | 25% | 0 | 31[activator] | 0% | -7%
Cc1[nH][nH]c(=O)c1C(c1ccc(-c2ccc(Cl)cc2)o1)c1c(C)[nH][nH]c1=O | -5% | -4 | 6 | -12% | -3% | 8% | -49* | -15 | ? | -20%
OCC1(Cc2ccccc2)CCCN(Cc2ccc3c(c2)OCCO3)C1 (stereo not drawn) | -1% | 2 | 0 | -4% | -6% | 4% | -1 | 13 | ? | -10%
O=c1cc(CN2CCOCC2)c2c(ccc3ccccc32)o1 | 3% | -1 | -6 | -13% | 8% | -1% | 5 | 4 | ? | 0%
CC1CCCC(C)N1C(=O)CSc1ncccn1 (stereo not drawn) | -2% | 2 | 12 | 0% | -5% | -1% | 3 | 17 | 6% | 31%[activator]
COc1ccc(C(O)c2ncc(C(F)(F)F)cc2Cl)cc1 (stereo not drawn) | 1% | -6 | -2 | 0% | 1% | -7% | 1 | -21 | 6% | 5%
CCOc1ccc(S(=O)(=O)Nc2ccc(C(=O)N/N=C(\C)c3ccc(-n4ccnc4)cc3)cc2)cc1 | 1% | 0 | 2 | 0% | 2% | -5% | 0 | 0 | ? | -3%
CCOCCn1c(N2CCCC2)nc2c1c(=O)[nH]c(=O)n2C | 0% | -23 | 0 | ? | 10% | -8% | -1 | -20 | -4% | 0%

In the list so far, these have a CF3 group.
canonical_smiles | GALK inh | KCNH2 WT inh | TSHR antag | Tb PFK inh | TCR act | A-T KAP1 phos | Coupling enz | Giardia kill | BCR signal inh | CXXC DNA block
COc1ccccc1N1CCN(C2CCCN(C(=O)CC(F)(F)F)C2)CC1 (stereo not drawn) | 5% | 0 | 7 | 1% | -1% | -2% | 6 | -1 | 2% | 1%
CN(C)c1cc[n+](CC(=O)Nc2ccccc2C(F)(F)F)cc1 | -1% | -3 | 0 | -4% | 3% | 16% | -3 | -4 | 0% | -17%
COc1ccc(C(O)c2ncc(C(F)(F)F)cc2Cl)cc1 (stereo not drawn) | 1% | -6 | -2 | 0% | 1% | -7% | 1 | -21 | 6% | 5%

(cont.)
canonical_smiles | GALK inh | KCNH2 WT inh | TSHR antag | Tb PFK inh | TCR act | A-T KAP1 phos | Coupling enz | Giardia kill | BCR signal inh | CXXC DNA block
O=C(O)CSc1nnc(Cc2ccccc2)n1Cc1ccccc1 | -4% | 9 | 17 | 1% | . | -13% | 10 | 0 | -2% | 15%
CC(C)(C)NC(=O)C(OC(=O)c1cccs1)c1ccc(C#N)cc1 (stereo not drawn) | 5% | 1 | -6 | -4% | 3% | 6% | 2 | 0 | 0% | -1%
Fc1ccc(COc2ccc(Br)cc2CNCc2ccncc2)cc1 | 2% | 20 | 9 | 15% | -4% | -10% | -2 | -10 | -5% | -1%
CCOC(=O)c1ccc(NC(=O)C(C)Sc2nc(O)c(-c3ccccc3)c(=O)[nH]2)cc1 (stereo not drawn) | 0% | 4 | 5 | 0% | -5% | 4% | 9 | -9 | -2% | -1%
COc1ccc(S(=O)(=O)N(C)C2CCS(=O)(=O)C2)cc1OC (stereo not drawn) | 2% | -2 | 6 | 3% | -1% | 4% | 0 | -15 | 0% | -5%
N#CCCN(C(=O)COC(=O)Cc1c[nH]c2ccccc12)c1ccccc1 | . | -9 | 1 | -1% | 13% | 0% | . | -2 | ? | .
CN(C)c1ccc(P(=O)(COc2ccc([N+](=O)[O-])cc2)c2ccc(N(C)C)cc2)cc1 | 1% | 2 | 15 | -20% | -1% | -1% | -6 | -26 | ? | 5%
CCN(CC)c1ncnc2c1sc1nc(C)cc(C)c12 | -1% | 33 | 8 | 1% | . | 3% | -14 | 1 | ? | -4%
O=C(COC(=O)c1ccco1)c1ccc(S(=O)(=O)N2CCCCC2)cc1 | -4% | 3 | -3 | 0% | 11% | 3% | . | 11 | -1% | -6%
Cc1nc2ncnn2c(C)c1CCC(=O)NCCc1ccccc1 | 0% | 0 | 17 | -3% | . | 0% | 2 | -29 | ? | -7%
C=CCSc1nnc(NC(=O)CCN2C(=O)C3CC=CCC3C2=O)s1 (stereo not drawn) | . | -1 | -6 | -1% | 1% | -1% | . | -17 | ? | .
CC1(C)CC2CC(C)(CN2C(=S)Nc2ccccc2)C1 (stereo not drawn) | 4% | 7 | 9 | -2% | -3% | -4% | -1 | -8 | 6% | -4%
COc1cc(C#Cc2ccc3cc(CCO)oc(=O)c3c2)cc(OC)c1 | . | . | -8 | 1% | 11% | 0% | . | 29 | ? | .
O=C(c1cc2ccccc2oc1=O)N(Cc1ccccc1F)C1CCS(=O)(=O)C1 (stereo not drawn) | 1% | 1 | 3 | 1% | 3% | -6% | 1 | -1 | 4% | -4%
Cc1ccc(C)c(OCC(=O)Nc2cccc(C(=O)O)c2)c1C | 1% | -2 | -5 | 1% | -1% | 0% | 4 | 2 | ? | 13%
CC(NC(=O)CSc1nc2c(cc1C#N)CN(C)CC2)c1ccccc1 (stereo not drawn) | 5% | 7 | -12 | -3% | . | 7% | -16 | 13 | 4% | -4%
COC(=O)c1cc(S(=O)(=O)N2CCN(c3cc(C)ccc3C)CC2)c[nH]1 | . | -4 | -12 | -2% | -14% | 4% | 1 | -22 | -4% | .
CC(=O)c1ccc(OC(=O)c2nc(-c3ccccc3)oc2C)cc1 | -1% | -17 | -9 | -19% | -7% | -2% | 1 | -14 | ? | -8%
O=C(NCc1ccco1)C1CC(=O)N(c2ccc(Cl)cc2)C1 (stereo not drawn) | 1% | . | 7 | -6% | 1% | -1% | 3 | 11 | ? | 0%
CCOc1ccc(-n2c(SCC(N)=O)nnc2-c2ccco2)cc1 | 1% | 20 | -5 | -8% | 0% | -11% | 1 | -19 | 2% | -5%
Cc1noc(C)c1COC(=O)c1ccccc1NC(=O)c1ccco1 | 9% | -13 | 0 | -1% | -4% | -1% | 0 | -17 | -1% | 13%

Look-ups from above.
CC1(C)CC2CC(C)(CN2C(=S)Nc2ccccc2)C1 (stereo not drawn) @ TCR act: -3%
CCOc1ccc(-n2c(SCC(N)=O)nnc2-c2ccco2)cc1 @ GALK inh: 1%
CCN(CC)c1ncnc2c1sc1nc(C)cc(C)c12 @ A-T KAP1 phos: 3%
O=C(O)CSc1nnc(Cc2ccccc2)n1Cc1ccccc1 @ Coupling enz: 10

High-throughput results deposited in PubChem by National Center for Advancing Translational Sciences (NCATS).

Rows are unselected. Share with any hit: about 1.6%.
